# Bioassay records from PubChem BioAssay.
# GASC-1 inh: inhibitors of GASC-1 histone demethylase, primary screen, biochemical, fluorescence, DELFIA europium; Lysine-specific demethylase 4C (Homo sapiens), Q9H3R0; GST-JMJD2C(1-420) H3K9me3 demethylation; inhibition, % at 2.35 µM; 0.069% of 330,000 active; AID 2099, 2009;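 active means more than half of a compound's replicate wells show inhibition beyond 50%, single wells judged on their own value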;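 further: signal counts dimethyl H3K9 product captured on neutravidin plate; 0% = median of DMSO wells and 100% = 0.3 times that DMSO median; strong numbers were not always called active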
# Efflux pump mplx: inhibitors of Candida efflux pumps in yeast, primary screen, S. cerevisiae, Nile Red, multiplex; S. cerevisiae Candida pump triplex; inhibition, % at 10 µM; 0.44% of 330,000 active;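 active means plate passing quality check with inhibition over a set limit, or well fluorescence over plate mean plus 4 SD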;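 further: Nile Red retained in pooled yeast measured as flow cytometry median fluorescence; 0% = buffer negative control and 100% = Enniatin B positive control; higher means more Nile Red kept so more efflux inhibition; some compounds called inactive have numbers as strong as hits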
# proCasp3 act: activators of human procaspase-3 D3A mutant, primary screen, biochemical, absorbance, PC-3 D3A mutant, single concentration. Caspase-3 (Homo sapiens), P42574. recombinant procaspase-3 D3A, Ac-DEVD-pNA absorbance 405 nm. activation, % at 8.5 µM. 0.11% of 330,000 active. AID 463141, 2010;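 active means activation above the mean of all tested compounds plus 3 SD, cut at about 21% in these data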;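 further: 0% = DMSO alone and 100% = DMSO wells spiked with extra 5 µM PC-3 D3A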
# Target sequence (P42574 whole entry D9A/D28A/D175A): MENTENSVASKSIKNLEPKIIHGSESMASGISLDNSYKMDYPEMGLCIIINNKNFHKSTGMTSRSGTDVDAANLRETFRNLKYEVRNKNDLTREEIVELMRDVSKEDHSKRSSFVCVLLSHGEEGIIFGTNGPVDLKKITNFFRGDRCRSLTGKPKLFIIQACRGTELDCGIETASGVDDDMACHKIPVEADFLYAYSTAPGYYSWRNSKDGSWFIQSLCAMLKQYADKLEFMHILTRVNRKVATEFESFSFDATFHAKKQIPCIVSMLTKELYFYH
#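 Assay system – Procaspase-3 D3A mutant, all three cleavage aspartates alanine · Controls – DMSO-only low control, 5 µM PC-3 D3A high control · Schedule – 1 h compound preincubation, 2 h substrate hydrolysis at 25 °C · Signal – 405 nm absorbance of p-nitroaniline, reads at 0 and 120 min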
# core dimer inh: inhibitors of HCV core protein dimerization, primary screen, biochemical, TR-FRET, high-throughput | 0.33% of 300,000 active | TR-FRET GST/Flag-core106 dimerization, 1536-well | inhibition, % at 5 µM;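 active means inhibition above the mean of all tested compounds plus 3 SD, set per screening campaign, cut at about 45% in these data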
#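 test system = GST/Flag-tagged HCV core106 proteins | probe or stimulus = Eu donor and XL665 acceptor anti-tag antibodies | times = compound-protein-antibody incubation 4 h at 22.5 °C | signal = TR-FRET, excitation 340 nm, emission 617 and 671 nm | measure = percent inhibition of core106 dimerization signal | controls = wells lacking GST-core106 and wells with excess unlabelled core106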
# CTSL1 counter: Fasciola hepatica cathepsin L1 inhibitors, primary screen, counter-screen for PFM18AAP inhibitor project, biochemical, QFRET, fluorogenic peptide substrate | recombinant F. hepatica cathepsin L1, Z-Leu-Arg-MCA fluorescence | inhibition, % at 5.96 µM | 0.49% of 300,000 active;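 active means inhibition above the mean of all tested compounds plus 3 SD, set per screening campaign, cut at about 17% in these data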;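 further: 0% = plate median of test compound wells and 100% = 1 µM Z-Phe-Ala-diazomethylketone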
# PP5 primary: PP5 phosphatase inhibitors, primary screen, biochemical, fluorescence; 0.18% of 320,000 active; inhibition, % at 6.7 µM; purified PP5c, OMFP substrate fluorescence; AID 1987, 2009; Serine/threonine-protein phosphatase 5 (Homo sapiens), P53041;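 active means inhibition above the campaign's mean inhibition across all tested compounds plus 3 SD, cut at about 9.5% in these data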;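 further: 0% = DMSO only and 100% = 100 µM cantharidin control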
# Target sequence (P53041 whole entry, looked up): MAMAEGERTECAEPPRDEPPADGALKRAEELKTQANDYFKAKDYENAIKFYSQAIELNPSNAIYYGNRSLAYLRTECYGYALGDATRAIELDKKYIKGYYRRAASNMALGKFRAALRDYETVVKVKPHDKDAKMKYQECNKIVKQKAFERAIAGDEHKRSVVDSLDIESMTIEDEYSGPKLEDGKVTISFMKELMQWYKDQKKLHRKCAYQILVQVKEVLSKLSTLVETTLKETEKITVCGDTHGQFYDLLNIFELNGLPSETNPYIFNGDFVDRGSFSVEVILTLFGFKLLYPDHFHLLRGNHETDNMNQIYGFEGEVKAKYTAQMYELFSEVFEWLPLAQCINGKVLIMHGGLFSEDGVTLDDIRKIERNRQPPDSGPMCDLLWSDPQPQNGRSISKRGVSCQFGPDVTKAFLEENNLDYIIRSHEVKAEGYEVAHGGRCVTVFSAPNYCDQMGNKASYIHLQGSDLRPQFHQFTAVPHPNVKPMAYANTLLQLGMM
# proCasp7 act: procaspase-7 activators, primary screen, counter-screen for procaspase-3 activator project, biochemical, absorbance, HTS, human; Caspase-7 (Homo sapiens), P55210; recombinant procaspase-7, Ac-DEVD-pNA absorbance 405 nm; D23A/D198A/D206A triple mutant, cannot self-cleave; scale: DMSO 0, 5 µM enzyme 100; activation, % at 8.5 µM; 0.093% of 330,000 active; AID 463210, 2010;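 active means percent activation above the screen-wide mean plus 3 SD, cut at about 25% in these data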
# Target sequence (P55210 whole entry D23A/D198A/D206A): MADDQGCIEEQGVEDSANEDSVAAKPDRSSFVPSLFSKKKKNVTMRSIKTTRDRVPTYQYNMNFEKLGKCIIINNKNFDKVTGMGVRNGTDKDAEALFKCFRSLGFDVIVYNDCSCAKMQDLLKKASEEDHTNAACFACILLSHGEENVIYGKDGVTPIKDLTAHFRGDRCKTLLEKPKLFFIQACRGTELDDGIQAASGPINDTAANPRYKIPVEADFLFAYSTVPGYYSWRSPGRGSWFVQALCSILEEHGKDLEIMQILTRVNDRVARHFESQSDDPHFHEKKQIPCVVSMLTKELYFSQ
#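 Assay system: Uncleavable procaspase-7 mutant enzyme; Input: 2 µM procaspase-7 mutant as dispensed; Also added: DEVD-pNA substrate; Medium: Zinc-free HEPES pH 7.4 with 300 mM NaCl, 0.01% Triton X-100; Timing: 1 h compound preincubation, 2 h substrate cleavage, 25 °C; Measured by: Epi-absorbance of released pNA at 405 nm, two timepoints.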
# TPT1 inhibitor: Candida albicans TPT1 enzyme inhibitors, primary screen, biochemical, fluorescence polarization | tRNA 2'-phosphotransferase TPT1 (Candida albicans SC5314) | recombinant caTPT1, FP RNA substrate dephosphorylation | inhibition, % at 5 µM | 0.81% of 300,000 active;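 active means inhibition above the mean of all tested compounds plus 3 SD, set per screening campaign, cut at about 24% in these data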;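 further: plate controls were DMSO alone for no effect and ferristatin control at 100 nM for full effect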
# PP1 counter: PP1-alpha phosphatase inhibitors, primary screen, counter-screen for PP5 inhibitor project, biochemical, fluorescence, OMFP substrate, single point | Serine/threonine-protein phosphatase PP1-alpha catalytic subunit (Homo sapiens), P62136 | purified PP1alpha | inhibition, % at 6.7 µM | 0.9% of 320,000 active | AID 2235, 2010;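 active means inhibition above the mean inhibition of all tested compounds plus 3 SD, computed separately for each screening campaign, cut at about 15% in these data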
# * marks the source's active call; other numbers are inactive results; nt = not tested or not shown.
compound	GASC-1 inh	Efflux pump mplx	proCasp3 act	core dimer inh	CTSL1 counter	PP5 primary	proCasp7 act	TPT1 inhibitor	PP1 counter
CCn1c(SCC(=O)NC2CCCc3ccccc32)nnc1-c1ccncc1 (stereo unspecified)	13	0.0	2	-11	3	2.4	-4	-5	1
CCN(CC)C(=O)CSc1nc2sc3c(c2c(=O)n1-c1ccc(C)cc1)CC(C)(C)SC3	2	0.4	-12	42	3	4.1	-1	3	4
CCn1c(SCc2ccccc2)nnc1-c1cccs1	4	0.0	7	-4	-12	1.6	3	-1	5
COc1ccc(-c2cn3cc(C)ccc3n2)cc1Br	-2	-0.1	2	3	-2	-1.9	4	-1	0
CCOCCOC(=O)COc1ccc2c(=O)c(Oc3ccc(OC)cc3)coc2c1	25	0.2	3	0	0	1.8	2	3	2
CC(=O)Nc1ccc(S(=O)(=O)Nc2cccc(-n3c(C)nc4ccccc4c3=O)c2)cc1	-10	0.0	5	0	6	-1.5	-2	-1	-3
O=C(NCCCN1CCOCC1)c1onc(CSc2ccccc2)c1C(=O)NCCCN1CCOCC1	8	-0.1	6	8	1	-2.3	-2	-2	-4
Cc1ccc(S(=O)(=O)/C(C#N)=C/c2c(N3CCOCC3)nc3c(C)cccn3c2=O)cc1	17	0.1	-8	20	1	1.6	-12	6	-1
C=CCSc1nnc2c(n1)OC=Nc1ccccc1-2	-2	-0.2	7	-3	-2	-0.2	-6	-4	-3
CCOc1cc(C(C(=O)NCC2CCCO2)N(C(=O)Cn2nnc3ccccc32)c2ccccc2OC)ccc1O (stereo unspecified)	0	0.0	-6	-9	-9	-5.1	-5	3	-8
CC(C)NCC(O)(c1ccc(Cl)cc1)c1ccc(Cl)cc1	-4	-0.5	-2	-9	-2	2.0	7	-1	-4
O=C(CCC(=O)n1ncc2ccccc21)N1CCCCC1	-10	0.6	4	-16	-6	1.6	-11	-6	1
O=C(Cn1c(=O)oc2cc(S(=O)(=O)N3CCCC3)ccc21)NCc1ccc(F)cc1	-13	0.1	-7	3	-5	2.8	8	0	-3
O=C(CC1C(=O)NCCN1Cc1c(F)cccc1Cl)NCCCn1cccn1 (stereo unspecified)	-1	-0.2	2	-2	0	0.3	-3	-3	-1
CCOC(=O)c1c(NC(=O)CN(C)C)sc(C(=O)N(CC)CC)c1C	5	0.0	1	4	0	-0.8	-7	-5	0
O=c1c2sc3ccccc3c2[nH]c(=S)n1CCN1CCOCC1	5	0.0	-4	-3	-1	-1.1	-11	-2	-3
Cc1cc(C(=O)OCC(=O)Nc2ccc(F)c(F)c2)c(C)o1	9	-0.2	-2	-2	0	0.9	7	1	0
CCc1cccc(NC(=O)C2CC2c2ccccc2)c1 (stereo unspecified)	1	0.5	6	0	-3	2.1	1	1	8
CCCn1c(CNC(=O)Cc2ccccc2)nc2ccccc21	3	0.0	1	6	-1	3.3	-5	0	3
COc1ccc(OC)c(S(=O)(=O)N2Cc3ccccc3CC2C(=O)Nc2nccs2)c1 (stereo unspecified)	8	0.0	-8	5	-4	4.2	-4	4	-7
Cc1ccc(SCc2nc(N)nc(Nc3ccccc3C)n2)c(C)c1	-2	-0.1	10	5	-2	3.6	4	-1	-4
CN1CCCN(C(=O)c2cc3c(s2)CCCC3)CC1	11	0.0	-6	-3	-1	-0.8	-3	0	-4
CCc1ccc(NC(=O)C(C)OC(=O)C2CCC(=O)N2)cc1 (stereo unspecified)	-44	0.0	-3	-2	-4	2.3	5	-1	-2
Cn1nc(-c2ccccc2)nc1-c1ccccc1	-3	0.0	-4	-5	1	2.0	6	0	0
CCN1CCN(Cc2ccc(NC(=O)c3ccc(C)c(NC(=O)c4nccn4C)c3)cc2C(F)(F)F)CC1	-11	0.1	4	-5	-1	2.0	9	-1	-1

compound	GASC-1 inh	Efflux pump mplx	proCasp3 act	core dimer inh	CTSL1 counter	PP5 primary	proCasp7 act	TPT1 inhibitor	PP1 counter
CN(CC(O)COCc1ccc2c(c1)OCO2)C1CCCCC1 (stereo unspecified)	2	0.0	7	11	-1	0.9	4	1	-2
Cc1c(Cl)cccc1NC(=O)C(=O)NNS(=O)(=O)c1ccc(F)cc1	-1	-0.1	-4	14	4	1.2	7	-3	-4
CC(C)N(Cc1nccn1C)C(=O)c1ccc2oc(CCCc3ccccc3)nc2c1	-26	-0.1	5	-12	2	1.9	10	-4	-6
CC1(c2ccc3c(c2)OCO3)NC(=O)N(CC(=O)NCCC2=CCCCC2)C1=O (stereo unspecified)	4	-0.2	5	-4	-2	1.4	-1	-2	-3
CCN(Cc1ccccc1)C(=O)CCS(=O)(=O)c1ccc2c(c1)CCN2C(C)=O	-15	-0.1	-3	3	1	-1.6	6	2	2
C=CCN(CC=C)C(=O)C1CCC(C(=O)N(CC=C)CC=C)CC1 (stereo unspecified)	2	0.0	0	-6	-1	1.5	-2	-1	-1
O=C(Nc1ccc(Cl)cc1C(=O)Nc1ccncc1)c1ccco1	2	0.2	5	4	0	1.0	-2	3	-2
C=CCn1c(SCC(=O)NCCO)nc2sc(C)c(C)c2c1=O	5	0.0	-5	-6	0	1.0	2	1	-1
CCCN(C(=O)c1cn(-c2ccccc2)nc1-c1ccc(OC)cc1)C1CCS(=O)(=O)C1 (stereo unspecified)	-6	0.0	-1	3	-4	0.8	9	0	-1
CC(Nc1ccc2c(c1)OCCO2)C(=O)N1c2ccccc2CC1C (stereo unspecified)	-1	0.3	1	5	2	0.4	1	-5	-3
CCOC(=O)N1CCC(N2Cc3cccc(C(=O)Nc4ccc(OC)c(OC)c4)c3C2=O)CC1	14	0.3	10	10	4	-1.8	-5	-1	0
CC(=O)c1cccc(NC(=O)CO/N=C2/CCCc3nonc32)c1	-6	0.2	4	1	-2	-3.1	2	3	-3
COC(=O)c1ccc(/C=N/NS(=O)(=O)c2cc(C)ccc2C)cc1	3	0.0	-7	-9	0	1.6	-8	-5	2
CCOc1ccc(C2=Nn3c(nnc3-c3ccco3)SC2)cc1	-6	0.1	6	2	2	4.5	-2	0	5
COc1ccccc1C(CC(=O)c1ccccc1)CC(=O)c1ccccc1	2	0.0	0	8	1	3.7	-5	-1	0
COc1ccc(N2CCN(C3CCCN(Cc4ccc(F)cc4Cl)C3)CC2)cc1 (stereo unspecified)	-10	-0.1	3	6	1	-1.2	-8	-5	0
Cc1ncc([N+](=O)[O-])n1CC(=O)NCc1ccccc1	3	0.0	7	-6	1	0.1	3	0	-1
CCOC(=O)C(C)Sc1nnc(NC(=O)c2ccc(C)c([N+](=O)[O-])c2)s1 (stereo unspecified)	0	0.4	-1	5	1	2.0	4	0	-1
N#CC1(c2ccccc2)CCCN1C(=O)c1ccc(Br)cc1 (stereo unspecified)	16	0.2	4	0	-1	4.1	11	3	2
CCCn1[nH]cc(SC)c(=O)c1=O	2	-0.6	-2	-5	-7	-2.2	17	1	-2
C/C(=N\NC(=O)CC1N=C(Cc2ccccc2)NNC1=O)c1ccccc1 (stereo unspecified)	24	-0.1	5	-2	1	0.1	7	-5	-1
Nc1c(C(=O)CSc2nc3ccccc3o2)c(=O)[nH]c(=O)n1C1CC1	2	-0.1	2	nt	nt	-2.7	4	nt	-1
NC(=O)c1ccc(=O)n(Cc2ccc(Cl)cc2Cl)c1	-1	-0.2	11	5	2	0.8	7	-2	-1
COc1ccc(N(C)C(=O)c2ccc(NC(=O)CCS(=O)(=O)c3cccs3)cc2)cc1	-13	-0.1	0	-3	-1	2.8	3	2	0
CC1CCCC(C)N1C(=O)CN1C(=O)C(C)(C)Oc2ccc(C(=O)NC3CCCCC3)cc21 (stereo unspecified)	0	0.1	5	-2	-2	1.1	3	-1	-2

# The list goes on (two carried over from the part before).
compound	GASC-1 inh	Efflux pump mplx	proCasp3 act	core dimer inh	CTSL1 counter	PP5 primary	proCasp7 act	TPT1 inhibitor	PP1 counter
COc1ccc(N(C)C(=O)c2ccc(NC(=O)CCS(=O)(=O)c3cccs3)cc2)cc1	-13	-0.1	0	-3	-1	2.8	3	2	0
CC1CCCC(C)N1C(=O)CN1C(=O)C(C)(C)Oc2ccc(C(=O)NC3CCCCC3)cc21 (stereo unspecified)	0	0.1	5	-2	-2	1.1	3	-1	-2
CC1CCc2sc3ncnc(N4CCN(CCO)CC4)c3c2C1 (stereo unspecified)	0	0.2	4	-4	0	2.7	5	1	-2
O=c1cc(N2CCc3ccccc32)[nH]c(=O)n1Cc1ccc(F)cc1	40	-0.1	3	2	0	1.7	-11	0	6
CN(CC(=O)O/N=C(\N)c1ccc([N+](=O)[O-])cc1)S(=O)(=O)c1ccc2ccccc2c1	0	0.1	7	2	-21	0.9	4	1	-2
CCN(CCO)C(=O)c1ccc2nc(Cc3cccc(Cl)c3)oc2c1	-4	0.1	2	-3	1	0.4	0	4	2
O=C(C(=O)N1CCN(c2cccc(Cl)c2)CC1)c1cn(CC(=O)N2CCOCC2)c2ccccc12	0	-0.1	7	6	-1	1.9	-6	-2	-5
Cc1cc(C)n(CC(O)COc2cccc(OCC(O)Cn3nc(C)cc3C)c2)n1 (stereo unspecified)	1	0.2	3	0	0	-1.1	5	-3	-5
Cc1cc(C)n(C(=O)c2c([N+](=O)[O-])cnn2C)n1	-3	0.0	-5	-1	3	-0.3	1	-2	3
Cc1cccc(C)c1NC(=S)NCc1ccccc1	-15	0.2	7	-1	-2	-0.5	10	1	-4
Cc1cccc(-n2c(C)nc3sccc3c2=O)c1	-26	0.0	3	-2	-3	3.1	7	3	-1
COc1cccc(C(=O)/C=C/c2ccc(OCC#N)c(OC)c2)c1	21	0.1	-4	6	0	1.1	-2	1	-3
NC(=O)c1ccsc1NC(=O)COC(=O)Cc1cccc2ccccc12	-1	-0.1	2	11	1	5.1	8	-1	-3
